# Compound activity deposited in PubChem BioAssay by Southern Research Specialized Biocontainment Screening Center.
# H1N1 NS1A inhibition: NS1A inhibition, H1N1 influenza, cell based functional assay (AID 504329). NS1A functional cell-based assay, percent inhibition; higher % means a stronger effect. hit rate 0.3% among 340,000. inhibition, % at 12.5 µM; hits with a dose series show IC50 in µM; in the data active = a potency from the dose series; inconclusive = inhibition above about 27% without an active follow-up result; note: strong numbers were not always called active
# tuberculosis growth: growth inhibition of non-replicating M. tuberculosis (AID 488890) | Mycobacterium tuberculosis non-replicating, growth inhibition; higher % means a stronger effect | inhibition, % at 25 µM; hits with a dose series show IC50 in µM | hit rate 0.39% among 320,000; in the data active = a potency from the dose series; inconclusive = inhibition mostly from about 82% at the one dose, without a potency; inactive = the rest, 99 in 100 with inhibition below about 76%;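 note: plate controls were DMSO cells for no effect and high antibiotic wells for full effect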
# PhoP GFP inhibition: Inhibition of PhoP regulon, Salmonella typhi GFP reporter cells, confirmation, 4 h (AID 1850); hit rate 0.33% among 310,000; Salmonella Typhi PhoP-promoter GFP reporter, fluorescence, 4 h; higher % means a stronger effect; inhibition, % at 50 µM; hits with a dose series show IC50 in µM; in the data active = a potency from the dose series; inconclusive = inhibition mostly from about 25% at the one dose, without a potency; inactive = the rest, 99 in 100 with inhibition below about 19%;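 note: 0% = induced wells with vehicle and 100% = uninduced wells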
# M. tuberculosis HTS: M. tuberculosis growth inhibition, HTS (AID 449762). M. tuberculosis H37Rv growth inhibition, 7H9 media; higher % means a stronger effect. one-dose inhibition, % at 25 µM; IC50 in µM for titrated hits. hit rate 0.59% among 330,000; in the data active = a potency from the dose series; inconclusive = inhibition above about 70% without an active follow-up result;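 note: bacterial growth assessed after seven days of incubation; strong numbers were not always called active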
# inhibitors of VEEV: inhibitors of VEEV TC-83 cytopathic effect, confirmation, Vero cells (AID 588727) | Vero cells, VEEV TC-83 cytopathic effect inhibition; higher % means a stronger effect | inhibition, % at 20 µM, or IC50 in µM where a hit was titrated | hit rate 0.13% among 350,000; in the data active = a potency from the dose series; inconclusive = inhibition mostly from about 14% at the one dose, without a potency; inactive = the rest, 99 in 100 with inhibition below about 12%; note: strong numbers were not always called active
# Starred values were filed as active, the others as inactive; i = inactive; u = inconclusive; x = not tested or not shown.
SMILES,H1N1 NS1A inhibition,tuberculosis growth,PhoP GFP inhibition,M. tuberculosis HTS,inhibitors of VEEV
O=C(C(=O)N1CCN(c2ccccc2)CC1)c1cn(CC(=O)N2CCCCCC2)c2ccccc12,-5%,43%,-16%,-19%,5.7%
O=C1C2C3CCC(O3)C2C(=O)N1c1cc(OCC(F)F)cc([N+](=O)[O-])c1 (centres undefined),0%,x,x,x,10%
Cc1ccc([N+](=O)[O-])cc1S(=O)(=O)N1CCCC1,12%,-15%,-3%,1%,0.5%
CCOC(=O)C1=C(CC)Nc2ccccc2N=C1NC(=O)CCN1C(=O)C2CCCCC2C1=O (centres undefined),4%,2%,11%,-1%,8.5%
COc1ccc(CC(=O)NNC(=O)c2ccccc2)cc1OC,2%,-6%,x,9%,0.5%
COc1cc(C(=O)NCC(=O)N/N=C/c2c(C)[nH]c3ccccc23)cc(OC)c1OC,-18%,9%,6%,5%,3.2%
COc1cc(NC(=O)c2cccc(F)c2)cc(OC)c1OC,-6%,-4%,-11%,1%,1.1%
CC(CNC(=O)c1ccc2c(c1)OCO2)c1ccc([N+](=O)[O-])cc1 (centres undefined),-8%,5%,7%,3%,0.3%
O=C(COc1nnnc2ccccc12)N1CCCc2ccccc21,8%,-13%,9%,-5%,3.1%
CCOC(=O)N1CCN(CCC(=O)Nc2ccc(OC)cc2)CC1,8%,-6%,-6%,-8%,i
CCOC(=O)N1N=C(C)CC1(O)c1ccccc1 (centres undefined),-12%,x,-9%,8%,0.7%
COC(=O)c1ccccc1NC(=O)CSc1nccc(C)n1,-13%,-2%,2%,-4%,1.4%
COc1ccc(N(CC(=O)NCCc2ccccc2)C(=O)CCC(=O)Nc2ccccn2)cc1,-2%,x,6%,-5%,1.9%
COc1ccc(CCNCC(O)COc2cccc(Br)c2)cc1OC (centres undefined),-6%,9%,-1%,-7%,i
Cc1cc(-c2nnc(CCC(=O)N3CCN(Cc4cccc(F)c4)CC3)o2)c(C)o1,5%,18%,1%,4%,1.6%
CN1CC[C@@H]2C(=O)N3CCc4ccc(Br)cc4[C@@H]3C[C@@H]21,-27%,x,x,x,0.8%
S=C1NCCNC(=S)NCCOCCN1,-2%,-9%,9%,-7%,0.4%
Cc1cc2nc(/C(C#N)=C/c3ccncc3)[nH]c2cc1C,8%,25%,17%,-1%,1.4%
CC(NC(=O)c1ccc(OC2CCN(Cc3ccccn3)CC2)cc1)c1ccccc1 (centres undefined),2%,35%,-9%,8%,1.1%
NNC(=O)c1cccc(S(=O)(=O)Nc2cc(Cl)ccc2Cl)c1,0%,-8%,-13%,-13%,1.1%
CCCS(=O)(=O)Nc1ccc(N2CCCCC2)c(S(=O)(=O)Nc2ccccc2OC)c1,-7%,x,x,x,1.3%
CC1(NC(=O)CCc2nc3sc4c(c3c(=O)[nH]2)CCCC4)CCS(=O)(=O)C1 (centres undefined),-4%,1%,-4%,-3%,2.9%
C/C(N)=C(/C#N)C(=O)COC(=O)CCSc1ccccc1Cl,5%,54%,3%,-1%,i
Cc1ccc(S(=O)(=O)N2CCN(C(=O)COC(=O)/C=C/c3ccc([N+](=O)[O-])cc3)CC2)c(C)c1,-15%,8%,x,6%,i
CSc1nc(NC(C)C)nc(NC(C)C)n1,1%,x,x,x,0.6%
O=P(O)(O)CN1CCNCCN(CP(=O)(O)O)CCNCC1,-13%,x,x,x,i
CC(=O)Oc1ccc(C(=O)Cc2ccc3ccccc3n2)c(O)c1C,0%,13%,1%,4%,10%
CCCN1CCN(C(=O)c2noc3c2COc2ccc(C)cc2-3)CC1,-5%,22%,12%,3%,7.3%
CN(C)S(=O)(=O)c1cccc(COC(=O)c2cccnc2Cl)c1,2%,1%,-7%,6%,1.4%
Cn1c(=O)[nH]c(=O)c2c1nc(N/N=C/c1cccnc1)n2Cc1ccc(Cl)cc1,x,11%,-5%,3%,i
CC(=O)c1cn(Cc2ccccc2)c(=O)n(Cc2ccc(F)cc2)c1=O,-1%,3%,3%,-15%,i
CN1CCN(S(=O)(=O)c2ccc(NC(=S)NC(=O)C3CCC3)cc2)CC1,-1%,-15%,-2%,7%,0.8%
COc1ccccc1OCCC(=O)OCC(=O)Nc1ccc(S(=O)(=O)N2CCOCC2)cc1,12%,14%,2%,3%,0.5%
CC(=O)c1ccc(N2CCN(C(=O)CCS(=O)(=O)c3ccc4c(c3)CCN4C(C)=O)CC2)cc1,-12%,15%,-5%,1%,0.9%
O=C(N/N=C/c1ccco1)c1cc(-c2ccc3ccccc3c2)n[nH]1,11%,57%,5%,14%,0.7%
C=CCOc1ccccc1CN1CCC(n2nccc2NC(=O)C2CCOC2)CC1 (centres undefined),6%,5%,-2%,2%,1.2%
Cc1ccc2sc(C)cc(=O)c2c1,-2%,x,x,x,2.2%
Cn1cc(S(=O)(=O)N2CCc3ccccc3C2)c(=O)n(C)c1=O,23%,-9%,-2%,-9%,0.7%
CC(=O)Nc1ccc(S(=O)(=O)N(C)CC(=O)OCC(=O)Nc2cc(C)on2)cc1,0%,-10%,x,-8%,2.0%
O=C(CNS(=O)(=O)c1c(Cl)cccc1Cl)OCc1csc(-c2ccccc2)n1,-3%,61%,-7%,-5%,1.1%
CC(C(=O)N1CCOCC1)N1C(=O)C2C3C=CC(C4CC34)C2C1=O (centres undefined),5%,-6%,-2%,-11%,1.1%
CCN(CC)S(=O)(=O)c1cc(C(=O)Nc2nncs2)c(Cl)cc1Cl,0%,13%,-4%,-6%,0.4%
O=C(Nc1nc(-c2ccccc2Cl)cs1)c1cccnc1,-1%,12%,4%,-9%,i
O=C1NCCCC1C(=O)Nc1cccc(C(F)(F)F)c1 (centres undefined),-24%,-25%,0%,6%,0.9%
Nc1nc(Cl)nc(N(c2ccccc2)c2ccccc2)n1,-13%,20%,-8%,-10%,i
C/C(=N\Nc1ccccn1)c1ccc(N2CCOCC2)cc1,-1%,10%,1%,-5%,1.3%
COc1ccc(NC(=O)COC(=O)c2cc(C)oc2C)c([N+](=O)[O-])c1,-16%,11%,x,-1%,i
O=C(COc1ccc2c(c1)oc(=O)c1ccccc12)NC(Cc1ccc(Cl)cc1)C(=O)O (centres undefined),-7%,-4%,-2%,-6%,i
CCOc1ccc(OCCC(=O)NNC(=O)c2ccncc2)cc1,-4%,53%,x,u,2.1%
Cc1ccc(/C=N/NC(=O)Cc2cccn2C)s1,5%,-10%,2%,4%,1.1%
COC(=O)C1=CN(C)C=C(C(=O)OC)C1c1ccc(O)c(OC)c1,1%,-11%,7%,0%,1.7%
c1ccc2c(c1)-c1ccccc1C2N1CCOCC1,4%,x,x,x,i
Cc1cccc(OCC(=O)NC(=S)NNC(=O)c2ccncc2)c1,24%,31%,-10%,-1%,0.0%
COC(=O)c1ccccc1NC(=O)c1cc([N+](=O)[O-])nn1Cc1ccccc1,-8%,-1%,-8%,-1%,0.7%
COc1cc(/C=C(\C#N)c2ccccn2)ccc1OCC(=O)Nc1ccc(Br)cc1,-9%,24%,-5%,-2%,1.0%
Cc1ccc(Cl)cc1NC(=O)CN1CCN(S(=O)(=O)N2CCC(C)CC2)CC1,-5%,32%,11%,-5%,i
Cc1cccc(C)c1NC(=S)N(CCCN1CCCCC1)Cc1ccco1,-6%,-2%,0%,7%,0.7%
O=C(NC1CCCCC1)C(c1ccccc1)N1CCc2ccccc21 (centres undefined),14%,28%,6%,-8%,i
COc1ccc(S(=O)(=O)N2CCCCCC2)cc1C(=O)N(C)Cc1ccccc1F,-2%,4%,7%,-10%,7.0%
COc1ccc(C(=O)NNC(=O)c2ccc(S(=O)(=O)N3CC(C)OC(C)C3)cc2)cc1 (centres undefined),4%,5%,-2%,1%,i
# Continued:
SMILES,H1N1 NS1A inhibition,tuberculosis growth,PhoP GFP inhibition,M. tuberculosis HTS,inhibitors of VEEV
COC(=O)C(C)Sc1ccc2nnc(-c3ccccc3)n2n1 (centres undefined),1%,-5%,3%,-4%,5.0%
O=C(NC1CCCC1)c1ccc(Br)c(S(=O)(=O)N2CCCCC2)c1,-18%,9%,9%,-4%,i
CC(Oc1ccc2ccc(=O)oc2c1)C(=O)NC1CCN(Cc2ccccc2)CC1 (centres undefined),2%,4%,-3%,-7%,i
CN1C(=O)N(C)C(=O)C2(Cc3cc([N+](=O)[O-])ccc3N3CCN(C(=O)c4ccccc4)CC32)C1=O (centres undefined),7%,10%,-2%,-1%,0.9%
O=C(CC1CCCC1)N1CCN(S(=O)(=O)c2ccc(F)cc2)CC1,-6%,-1%,x,-5%,3.2%
CN(CC(O)COc1ccc(OCC(O)CN(C)C2CCCCC2)cc1)C1CCCCC1 (centres undefined),-2%,6%,12%,-12%,10%
CN(C)CCCn1c(N)c(S(=O)(=O)c2ccccc2)c2nc3ccccc3nc21,x,7%,7%,-1%,1.1%
C[C@H]1CN=C(Nc2ccccc2)N1CCC1CCCCC1,4%,35%,7%,2%,0.3%
O=S(=O)(Nc1nc2ccccc2s1)c1cnc(Cl)c(Br)c1,-9%,3%,6%,-2%,0.1%
COc1ccc(CNC(=O)C2CCC(=O)N(CCCN3CCCC3=O)C2)cc1 (centres undefined),-7%,-28%,3%,3%,0.4%
CCc1c(C)sc(NC(=O)c2cccs2)c1C(N)=O,-3%,10%,-2%,-6%,0.9%
O=C(Nc1ccccc1)Nc1ccc2snnc2c1,12%,24%,6%,13%,2.9%
Cc1cccc(CN2CCSCC2)c1,-5%,21%,-4%,-6%,3.2%
Cc1ccc(S(=O)(=O)Nc2ccccc2)cc1C(=O)N1CCCC1,7%,-12%,-2%,1%,2.4%
c1ccc(CN2CCN(Cc3nnc(-c4ccccc4)o3)CC2)cc1,-7%,31%,13%,-7%,0.1%
COc1ccc(NC(=O)Nc2ccccc2C(N)=O)cc1,2%,-3%,-1%,7%,1.4%
COc1cccc2[nH]c(C(=O)NC(C)c3ccccc3)cc12 (centres undefined),-8%,11%,-1%,9%,1.8%
Nc1nnc(-c2ccncc2)s1,2%,3%,-4%,-1%,2.2%
CC(O)c1nc2ccccc2n1C(C)c1ccccc1 (centres undefined),0%,41%,-2%,8%,i
Cc1cccc(NC(=O)c2cc([N+](=O)[O-])ccc2Cl)c1O,-8%,-3%,-5%,-4%,1.9%
O=C1Nc2ccccc2N(O)N1c1cc(-c2cccc(Cl)c2)no1,2%,16%,7%,4%,7.2%
Cc1ccc(C(=O)NC2CC(C)(C)NC(C)(C)C2)cc1C,7%,-7%,-2%,-3%,i
O=C(CCN1C(=O)COc2ccccc21)NCCN1CCN(c2ccccc2F)CC1,-1%,-5%,-5%,-1%,i
O=S(=O)(O)c1cc(Cl)cc(N=Nc2ccc(O)cc2O)c1O,8.3µM*,x,x,x,0.0%
CCOC(=O)N1CCN(C(=O)CSc2nnc(-c3ccc(Cl)s3)o2)CC1,x,u,-4%,13µM*,x
CCN=C1SC(C(=O)Nc2cccc(Br)c2)CC(=O)N1CC (centres undefined),-4%,3%,-5%,2%,0.4%
Cc1ccccc1-n1c(SCC(=O)N(C)C2CCS(=O)(=O)C2)nnc1-c1ccncc1 (centres undefined),-5%,8%,-4%,-1%,2.3%
O=C(NCCNC(=O)c1ccc(F)cc1)c1ccc(F)cc1,1%,7%,6%,-5%,0.7%
CCOC(=O)C(=CNc1cccc(N)n1)C(=O)OCC,-7%,-6%,7%,7%,4.1%
N#C/C(=C\c1ccc(O)c(O)c1)C(=O)Nc1cccc2ncccc12,11%,3%,0%,9%,1.1%

# Sorted by molar mass (rising): three of the compounds above
SMILES,H1N1 NS1A inhibition,tuberculosis growth,PhoP GFP inhibition,M. tuberculosis HTS,inhibitors of VEEV
O=C(NCCNC(=O)c1ccc(F)cc1)c1ccc(F)cc1,1%,7%,6%,-5%,0.7%
CCN=C1SC(C(=O)Nc2cccc(Br)c2)CC(=O)N1CC (centres undefined),-4%,3%,-5%,2%,0.4%
CCOC(=O)N1CCN(C(=O)CSc2nnc(-c3ccc(Cl)s3)o2)CC1,x,u,-4%,13µM*,x

# Whole records from above.
# O=S(=O)(Nc1nc2ccccc2s1)c1cnc(Cl)c(Br)c1 is listed with H1N1 NS1A inhibition = -9%; tuberculosis growth = 3%; PhoP GFP inhibition = 6%; M. tuberculosis HTS = -2%; inhibitors of VEEV = 0.1%
# NNC(=O)c1cccc(S(=O)(=O)Nc2cc(Cl)ccc2Cl)c1 is listed with H1N1 NS1A inhibition = 0%; tuberculosis growth = -8%; PhoP GFP inhibition = -13%; M. tuberculosis HTS = -13%; inhibitors of VEEV = 1.1%
# O=C(N/N=C/c1ccco1)c1cc(-c2ccc3ccccc3c2)n[nH]1 is listed with H1N1 NS1A inhibition = 11%; tuberculosis growth = 57%; PhoP GFP inhibition = 5%; M. tuberculosis HTS = 14%; inhibitors of VEEV = 0.7%
